Screening results: PubChem, National Center for Advancing Translational Sciences (NCATS)
Nrf2 activator – activators of Nrf2 (ARE) signaling. AREc32 ARE-luciferase reporter (MCF7-derived line), luminescence, 24 h. Potency, µM (titrated, usually from 46.1 µM), for inactives: top-dose activation, usual class: activators. hit rate 0.31% among 410,000; also: % of control where 0% means no effect; nearly all actives have a fitted effect of over 65% in size
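Nrf2 activation is followed as ARE-luciferase induction in the AREc32 line after one day of compound treatment; luminescence is read with Steady-Glo.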
HepG2 viability – kills HepG2 cells in TGF-b inhibitor counter-screen. Potency, µM (top dose mostly 46.1 µM), inactives show at the top dose activity change, negative = cytotoxicity, most hits filed as cytotoxic. HepG2 CAGA-GFP viability, ATP luminescence, 18 h. hit rate 0.76% among 410,000; also: some results filed as inactive show a strong effect at the top dose
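CellTiter-Glo luminescence gave cytotoxicity after 18 hours at 37 degrees C. The cells were HepG2 CAGA-GFP in 1% FBS DMEM, stimulated with 500 pg/mL TGF-beta after compound addition. %Activity was normalised to no-cell wells (complete cell-killing) and DMSO (no toxicity), and curves were fitted and classified.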
S2 tox – viability counter-screen for ATXN expression inhibitors. S2 cells (HEK-293 line with an ATXN2-luciferase reporter) viability, CellTiter-Fluor protease fluorescence, 24 h. Potency, µM (top dose mostly 56.7 µM), most hits filed as cytotoxic. hit rate 0.49% among 400,000. AID 651635; also: nearly all actives have a fitted effect of over 40% in size
Nrf2 inh – blocks Nrf2 signaling; A549 ARE-Fluc reporter, luciferase luminescence, 18-24 h; Potency, µM (highest dose often 46 µM), inactives show at the highest dose activity change, negative = inhibition, hits mostly inhibitors; hit rate 2.1% among 360,000; AID 504444; also: % is scaled to controls: 0 for no effect and ±100 for the full control effect; nearly all actives have a fitted effect of over 60% in size
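Two sequential reads on A549 ARE_Fluc cells exposed to compound for 18-24 h: a CellTiter-Fluor fluorescence read for viability, then a luciferase luminescence read for Nrf2/ARE activity.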
MCF10A rerep – induces DNA re-replication in MCF 10a normal breast cells; MCF 10A DNA re-replication, Hoechst nuclear intensity, 48 h; Potency, µM (titrated, usually from 46.1 µM), for the others: at the top dose activity, positive = re-replication, usual class: activators; hit rate 2.9% among 350,000; AID 624296; also: % of control where 0% means no effect; nearly all actives have a fitted effect of over 50% in size
ATXN2 expr inh – inhibitors of ATXN2 expression; AID 1745845; HEK-293 ATXN2-luciferase reporter, luminescence, 24 h; hit rate 0.72% among 360,000; Potency, µM (doses to about 57 µM), without a hit: at the top dose activity change, negative = inhibition, usual class: inhibitors; also: % is scaled to controls: 0 for no effect and ±100 for the full control effect; nearly all actives have a fitted effect of over 55% in size
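ATXN2-luciferase reporter cells (luciferase flanked by upstream and downstream ATXN2 gene portions) were treated 24 h at 37 °C with compounds at up to 57 uM. SteadyGlo luminescence gave expression; GF-AFC fluorescence gave viability.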
EPAC2 antagonist – EPAC2 (human) antagonism; hit rate 0.18% among 360,000; EPAC2 GEF exchange of Rap1B-BODIPY-GDP, fluorescence; Potency, µM (highest dose often 114 µM), inactives show at the top dose activity, negative = inhibition, actives largely listed as inhibitors; also: % is scaled to controls: 0 for no effect and ±100 for the full control effect; nearly all actives have a fitted effect of over 45% in size; many of its hits are not listed in these tables
Target sequence (Q8WZA2 whole entry, looked up): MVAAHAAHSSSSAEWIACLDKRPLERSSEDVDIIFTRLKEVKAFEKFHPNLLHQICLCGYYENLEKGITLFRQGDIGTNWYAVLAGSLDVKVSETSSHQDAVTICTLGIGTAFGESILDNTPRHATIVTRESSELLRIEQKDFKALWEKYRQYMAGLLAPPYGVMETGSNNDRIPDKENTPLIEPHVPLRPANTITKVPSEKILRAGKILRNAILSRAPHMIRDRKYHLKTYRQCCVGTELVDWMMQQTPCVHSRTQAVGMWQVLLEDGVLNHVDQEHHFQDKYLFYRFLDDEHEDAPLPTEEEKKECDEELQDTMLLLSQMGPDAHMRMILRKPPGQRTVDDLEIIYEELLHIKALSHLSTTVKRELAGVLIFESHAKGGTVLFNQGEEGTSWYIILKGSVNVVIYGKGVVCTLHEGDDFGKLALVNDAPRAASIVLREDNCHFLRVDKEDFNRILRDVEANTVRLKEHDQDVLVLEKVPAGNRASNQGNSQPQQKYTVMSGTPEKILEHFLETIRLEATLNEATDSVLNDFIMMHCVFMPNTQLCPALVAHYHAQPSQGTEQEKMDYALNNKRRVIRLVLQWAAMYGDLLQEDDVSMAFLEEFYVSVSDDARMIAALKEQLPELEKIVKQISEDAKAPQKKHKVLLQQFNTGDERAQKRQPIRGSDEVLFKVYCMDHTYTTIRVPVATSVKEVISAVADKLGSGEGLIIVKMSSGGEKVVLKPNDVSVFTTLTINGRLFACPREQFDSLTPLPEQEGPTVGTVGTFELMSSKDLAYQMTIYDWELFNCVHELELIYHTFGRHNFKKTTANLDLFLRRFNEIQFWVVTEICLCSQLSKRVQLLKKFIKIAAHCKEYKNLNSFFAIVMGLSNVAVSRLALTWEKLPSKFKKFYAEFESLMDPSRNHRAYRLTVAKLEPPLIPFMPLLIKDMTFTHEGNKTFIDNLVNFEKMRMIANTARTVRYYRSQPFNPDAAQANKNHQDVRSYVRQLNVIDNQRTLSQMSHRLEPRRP
TGFb SMAD3 inh – TGF-b pathway inhibition; HepG2 CAGA-GFP TGF-b/SMAD3 reporter, GFP fluorescence, 18 h; TGF-beta stimulated, 500 pg/mL final; Potency, µM (titrated, usually from 46.1 µM), inactives show at the highest dose activity, negative = inhibition, most hits filed as inhibitors; hit rate 1.2% among 410,000; also: % is scaled to controls: 0 for no effect and ±100 for the full control effect; nearly all actives have a fitted effect of over 65% in size
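Using HEPG2 CAGA-GFP reporter cells at 1000 cells/well, we pinned test compounds, stimulated with recombinant TGF-beta (500 pg/mL final) and measured total well GFP after 18 h.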
A549 viability – A549 cytotoxicity, counter-screen for Nrf2 inhibitors | A549 ARE-Fluc cells, CellTiter-Fluor viability, 18-24 h | Potency, µM (top dose mostly 46 µM), without a hit: at the top dose activity change, negative = cytotoxicity, most hits filed as inhibitors | hit rate 0.16% among 390,000 | AID 504648; also: % is scaled to controls: 0 for no effect and ±100 for the full control effect
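A549 ARE-Fluc cells in 5% FBS OPTI-MEM, 5000 cells/well, rested 2 h then exposed to compounds in concentration-response for 18-24 h at 37 °C. Viability by CellTiter-Fluor fluorescence (Ex 405/Em 525) after 30 min; luciferase luminescence (BugLite, 15 min, RT) read afterwards.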
Starred values were filed as active, the others as inactive; i = inactive; ? = inconclusive; . = no result given; [ ] = remark or other dose. Calls follow the shape of the dose curve; as a rule, active = well fitted curve in the direction sought with a large enough effect; inconclusive = small, poorly fitted or top-dose-only effect, or another doubt; inactive = no such curve, though single readings can be large; an effect the other way counts as inactive or inconclusive. Potency is read from the fitted curve at half-maximal effect.

#1 COc1ccc(NC(=O)CC2C(=O)N(C)C(=S)N2Cc2cccs2)cc1 (configuration not stated)
#2 O=C(O)CC(NC(=O)CCc1ccccc1)c1ccc(Cl)cc1 (configuration not stated)
#3 COc1ccc2c(=O)c3c(=O)n(Cc4ccco4)c(-c4ccc(C)cc4)nc3oc2c1
#4 CCNc1ccc(C(=O)N/N=C/c2c(C)nn(-c3ccccc3)c2N2CCCC2)cc1[N+](=O)[O-]
#5 Cc1cc(C(=O)COC(=O)CCC(=O)c2ccc3c(c2)OCCO3)c(C)n1Cc1ccco1
#6 O=C(Nc1ccc(F)c(Cl)c1)c1cc(S(=O)(=O)NCc2ccc3c(c2)OCO3)ccc1F
#7 CCOC(=O)c1cnc(-n2nc(C)cc2C)nc1Oc1ccccc1F
#8 CCCOc1ccc(C(=O)NCCC(=O)NCCCC(=O)OCC)cc1
compound no.,1,2,3,4,5,6,7,8
Nrf2 activator,3.9%,0.5%,5.1%,-0.3%,-0.9%,11%,-0.1%,0.0%
HepG2 viability,32%,10%,8%,0%,-16%,-13%,-3%,4%
S2 tox,i,i,i,i,i,?,i,i
Nrf2 inh,-22%,-7%,?,?,?,.,8%,3%
MCF10A rerep,-1%,-3%,2%,5%,?,.,-5%,?
ATXN2 expr inh,-10%,6%,6%,-1%,-11%,?,-7%,1%
EPAC2 antagonist,0%,12%,-2%,0%,-2%,.,9%,0%
TGFb SMAD3 inh,35%[activator],9%,0%,0%,-9%,?,?,-22%
A549 viability,-9%,0%,-13%,1%,-3%,3%,0%,6%

Results in sequence from the list.
ATXN2 expr inh, entries 1–6: -10%, 6%, 6%, -1%, -11%, ?
HepG2 viability, entries 1–6: 32%, 10%, 8%, 0%, -16%, -13%

(cont.)
#9 CNC(=O)/C(C#N)=C/c1c(N2CCN(c3ccc(OC)cc3)CC2)nc2c(C)cccn2c1=O
#10 O=[N+]([O-])c1ccc2c(c1)nc(CO)n2Cc1ccccc1
#11 COc1cccc(SCc2noc(C(=O)NCCC(C)C)c2C(=O)NCCC(C)C)c1
#12 CCCNc1c(NS(=O)(=O)c2ccc3c(c2)CCCC3)c(=O)oc2ccccc12
#13 COc1ccc(CN2CCC(N3CCC(C(=O)N4CCOCC4)CC3)CC2)c(F)c1
#14 Nc1cc(Cl)cc2c1-c1ccc(Cl)cc1C2O (configuration not stated)
#15 O=C(Nc1ccc(F)cc1F)c1ccc2nc(N3CCOCC3)sc2c1
#16 Cc1cc(C)nc(SCC(=O)N2CCc3ccccc32)n1
compound no.,9,10,11,12,13,14,15,16
Nrf2 activator,-0.1%,-0.5%,0.7%,1.5%,-0.7%,10%,0.5%,0.0%
HepG2 viability,-2%,-20%,-10%,-18%,4%,-9%,1%,7%
S2 tox,.,i,i,i,i,?,i,i
Nrf2 inh,-29%,6%,-1%,-21%,-1%,-14%,?,?
MCF10A rerep,21µM*,7%,?,-4%,25%,5%,15%,-15%
ATXN2 expr inh,-17%,2%,9%,-1%,-22%,-5%,0%,33%
EPAC2 antagonist,-6%,4%,-15%,-6%,3%,-3%,6%,2%
TGFb SMAD3 inh,35%[activator],0%,-1%,-13%,?,14%,-17%,-1%
A549 viability,-11%,1%,12%,-4%,6%,0%,-4%,2%

Another view of part of the listing above:
entry | SMILES | Nrf2 activator | HepG2 viability | S2 tox | Nrf2 inh | MCF10A rerep | ATXN2 expr inh | EPAC2 antagonist | TGFb SMAD3 inh | A549 viability
11 | COc1cccc(SCc2noc(C(=O)NCCC(C)C)c2C(=O)NCCC(C)C)c1 | 0.7% | -10% | i | -1% | ? | 9% | -15% | -1% | 12%
12 | CCCNc1c(NS(=O)(=O)c2ccc3c(c2)CCCC3)c(=O)oc2ccccc12 | 1.5% | -18% | i | -21% | -4% | -1% | -6% | -13% | -4%

Following part:
#17 Cc1ncoc1C(=O)N1CCCC(CCC(=O)NCc2ccc(F)c(F)c2)C1 (configuration not stated)
#18 CCC(C)[C@H](N)c1nnc(SCC(=O)Nc2ccc(C)cc2C)o1 (some centres not stated)
#19 Cc1ccc(CSc2nnc(-c3ccncc3)n2CC2CCCO2)cc1 (configuration not stated)
#20 O=S(=O)(Nc1ccccc1)c1ccc2c(c1)CCO2
#21 COc1ccc(OC)c(NC(=O)CCn2cnnn2)c1
#22 CN1CCN(C(=O)/C(=C/c2ccccc2)c2ccccc2)CC1
#23 Cc1ccc(-c2ccc(CCC(=O)O)n2-c2ccc(C)c(Cl)c2)cc1
#24 c1csc(-c2noc(COc3ccc4c(c3)CCCC4)n2)c1
compound no.,17,18,19,20,21,22,23,24
Nrf2 activator,-0.5%,0.6%,-0.4%,0.0%,0.4%,0.4%,9.4%,6.7%
HepG2 viability,8%,1%,-4%,3%,3%,-36%,-33%,-6%
S2 tox,i,i,i,i,i,i,i,i
Nrf2 inh,15%,13%,-10%,12%,-8%,1%,5%,?
MCF10A rerep,?,10%,2%,0%,.,1%,.,15µM*
ATXN2 expr inh,29%,-1%,1%,-5%,7%,-7%,26%,100%[activator]
EPAC2 antagonist,8%,4%,-5%,5%,.,2%,.,7%
TGFb SMAD3 inh,2%,2%,-3%,8%,2%,-19%,?,-20%
A549 viability,-4%,1%,-6%,2%,-5%,9%,-1%,-13%[1.84 µM]

#25 COc1ccc(NC(=O)CSc2ncnc3[nH]ncc23)cc1
#26 S=C(N/N=C/c1ccc(Br)cc1)N1CCCCC1
#27 Cc1ccc2oc(=O)c3cnn(CC(=O)NC4CCCCC4C)c3c2c1 (configuration not stated)
#28 CCOC(=O)N1CCN(C(=O)/C=C/c2ccc3c(c2)OCO3)CC1
#29 CC(=O)Nc1ccc(C(=O)OCCCOC(=O)c2ccc(NC(C)=O)cc2)cc1
#30 CC(C)(C)OC(=O)N/N=C/c1cn(-c2ccccc2)nc1-c1cccnc1
#31 COc1ccc(S(=O)(=O)NCC(c2ccc3c(c2)OCO3)N2CCN(C)CC2)cc1OC (configuration not stated)
#32 O=C(Nc1ccc(N2CCN(C(=O)c3ccccc3)CC2)cc1)c1cc([N+](=O)[O-])ccc1N1CCOCC1
compound no.,25,26,27,28,29,30,31,32
Nrf2 activator,4.9%,3.8%,-0.3%,-0.6%,-0.8%,-0.2%,-0.9%,-1.0%
HepG2 viability,-3%,-2%,-15%,-2%,-3%,-3%,-2%,4%
S2 tox,i,i,i,i,i,i,i,i
Nrf2 inh,9%,?,?,-5%,2%,-9%,4%,-13%
MCF10A rerep,?,15%,?,8%,-19%,7%,-2%,10%
ATXN2 expr inh,8%,73%[activator],-21%,42%[activator],15%,-10%[11.3 µM],2%,-3%
EPAC2 antagonist,3%,-10%,-14%,13%,1%,-2%,4%,17%
TGFb SMAD3 inh,1%,-19%,-13%,-1%,0%,9%,6%,14%
A549 viability,-4%,3%,8%,13%,3%,-3%,?,-8%

#33 CN(c1ccc(Cl)cc1)c1cc(=O)n(C)c2ccccc12
#34 O=c1[nH]cnc2c1ncn2C1OCC(O)C(O)C1O (configuration not stated)
#35 CCc1ccc(N(CC)C(=O)c2sc3nc4n(c(=O)c3c2C)CCCC4)cc1
#36 CCCCNC(=O)c1ccccc1NC(=O)c1ccc2c(c1)OCO2
#37 c1ccc(Cn2nnc(CNc3ccccc3)c2-c2c(CNc3ccccc3)nnn2Cc2ccccc2)cc1
#38 O=S(=O)(c1ccc(Cl)cc1)N1CCN(c2ccc(N3CCOCC3)nn2)CC1
#39 CN1CCc2c(sc3c2C(=O)NC(/C=C/c2ccco2)N3)C1 (configuration not stated)
#40 Cc1nn(-c2ccccc2)c(OC(=O)c2cccs2)c1S(=O)(=O)c1ccc([N+](=O)[O-])cc1
compound no.,33,34,35,36,37,38,39,40
Nrf2 activator,7.6%,1.9%,3.6%,0.1%,3.1%,0.1%,16%,-0.6%
HepG2 viability,-21%,-15%,-47%,-18%,-19%,-19%,3%,2%
S2 tox,i,i,.,i,i,i,i,i
Nrf2 inh,?,12%,-12%,-21%,-12%,5%,26%,0%
MCF10A rerep,16%,-10%,.,-4%,7%,?,9%,-4%
ATXN2 expr inh,1%,8%,.,.,?,6%,1%,-8%
EPAC2 antagonist,-9%,5%,.,0%[57.1 µM],7%,-3%,-1%,18%
TGFb SMAD3 inh,-23%,-3%,?,-4%,-1%,-6%,0%,-1%
A549 viability,-2%,1%,-3%,?,-7%,6%,-6%,-14%

Single entries from above.
`O=c1[nH]cnc2c1ncn2C1OCC(O)C(O)C1O` (configuration not stated) @ MCF10A rerep: -10%
`CCc1ccc(N(CC)C(=O)c2sc3nc4n(c(=O)c3c2C)CCCC4)cc1` @ HepG2 viability: -47%

(listing goes on)
#41 CCCCc1ccc(NC(=S)N2CCCC(C)C2)cc1 (configuration not stated)
#42 CN(C)c1ccc(/C=N/NC(=O)c2nnn(-c3nonc3N)c2COc2ccc(F)cc2)cc1
#43 CCCN1CCN(CCCNC(=O)Cn2nc(-c3ccc(Cl)cc3)ccc2=O)CC1
#44 CC1(C(=O)NS(=O)(=O)c2ccc(C#N)cc2)CCN1C(=O)CC1CC1 (configuration not stated)
#45 Cc1ccc(NC(=O)CSC(C)C(=O)OCc2cc(=O)oc3cc(O)ccc23)cc1 (configuration not stated)
#46 O=C(CSc1nnc(Cc2cccs2)n1-c1ccccc1)NC1CCCCC1
#47 COCc1c(Br)c(C)[nH]c(=O)c1C#N
#48 CCCOc1ccc(C(=O)Nc2cc3c(cc2N2CCOCC2)n(C)c(=O)n3C)cc1
#49 O=C(CNC(=O)C1CCCCC1)Nc1ccccc1Cl
compound no.,41,42,43,44,45,46,47,48,49
Nrf2 activator,3.1%,-0.3%,-0.5%,-1.0%,-0.2%,-0.9%,-0.2%,-0.5%,-0.7%
HepG2 viability,1%,10%,-2%,0%,-11%,-2%,2%,8%,2%
S2 tox,i,.,i,i,.,i,i,i,i
Nrf2 inh,-20%,-5%,-14%,.,.,12%,-11%,?,7%
MCF10A rerep,8%,13%,-1%,.,.,18%,-3%,.,0%
ATXN2 expr inh,4%[11.3 µM],1%,3%,14%,.,3%,-2%,7%,-2%
EPAC2 antagonist,?,3%,1%,9%,-5%,5%,2%,.,18%
TGFb SMAD3 inh,-17%,12%,0%,7%,-1%,-17%,1%,2%,-3%
A549 viability,-1%,-15%,8%,.,.,-9%,-1%,1%,-1%

Only part of the results is shown (hit frequency here may not be typical).
